# Pol iota inh = blocks human DNA polymerase iota activity; Q9UNA4; Pol iota fluorescent replication assay, 10 min; Potency, µM (doses to about 115 µM), for inactives: at the highest dose activity, negative = inhibition, actives largely listed as inhibitors; hit rate 1% among 390,000
#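 Fluorescent replication assay read twice, at 0 min and 10 min after adding 50 nM (final) substrate. Enzyme (10 nM) and compounds were first incubated 15 min at room temperature; enzyme-free buffer wells were negative controls.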
# G9a block = G9a (human) methyltransferase inhibition | G9a H3K9 monomethylation, AlphaScreen, 2 h | Potency, µM (top dose mostly 102 µM), for the others: top-dose activity, negative = inhibition, usual class: inhibitors | Q96KQ7 | hit rate 8.8% among 350,000 | AID 504332; note: % is set by controls: 0 for no effect and ±100 for the full control effect; nearly all actives have a fitted effect of over 75% in size
# Target sequence (Q96KQ7 913-1193 limits assumed): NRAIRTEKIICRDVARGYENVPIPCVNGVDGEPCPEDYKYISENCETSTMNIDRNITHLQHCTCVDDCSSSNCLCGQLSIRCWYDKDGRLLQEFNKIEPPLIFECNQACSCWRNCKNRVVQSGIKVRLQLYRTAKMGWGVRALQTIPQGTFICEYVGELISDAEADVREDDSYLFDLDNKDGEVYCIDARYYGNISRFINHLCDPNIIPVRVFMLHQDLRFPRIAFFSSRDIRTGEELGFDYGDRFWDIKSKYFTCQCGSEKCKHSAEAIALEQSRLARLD
#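 Using a bead-based AlphaScreen, monomethylated H3K9 product from 2 h room-temperature reactions (G9a 20 nM, peptide 500 nM, SAM 20 uM) was detected with 0.5 ug/mL rabbit anti-H3K9me1 antibody.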
# BLM inh = Bloom syndrome helicase (human) inhibition; P54132; recombinant BLM DNA unwinding, fluorescence dequenching; Potency, µM (highest dose often 56.1 µM), for the others: top-dose activity change, negative = inhibition, actives largely listed as inhibitors; hit rate 0.2% among 350,000; AID 2528;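 note: plate controls were vehicle for no effect and no enzyme for full effect; nearly all actives have a fitted effect of over 35% in size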
# Anesthetic bind = candidate novel general anesthetic via apoferritin binding; P02791; apoferritin/1-aminoanthracene competitive binding, fluorescence; Potency, µM (titrated, usually from 77.5 µM), for the others: at the top dose activity change, negative = displacement, hits mostly inhibitors; hit rate 0.074% among 350,000; AID 485281; note: % is set by controls: 0 for no effect and ±100 for the full control effect; nearly all actives have a fitted effect of over 20% in size
# Target sequence (P02791 2-175 limits assumed): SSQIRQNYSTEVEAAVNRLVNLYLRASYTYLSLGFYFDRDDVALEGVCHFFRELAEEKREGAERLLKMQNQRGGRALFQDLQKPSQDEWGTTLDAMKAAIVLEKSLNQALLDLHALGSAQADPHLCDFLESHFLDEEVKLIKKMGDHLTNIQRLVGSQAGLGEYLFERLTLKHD
#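 Steps: apoferritin (10 uM) was premixed with half-saturated 1-AMA in PBS, compounds were pin-transferred, plates stood 10 min at room temperature, fluorescence was read at 380/535 nm, and curves were fitted with a Hill equation.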
# BAZ2B inh = inhibitors of human BAZ2B bromodomain | Potency, µM (top dose mostly 114 µM), inactives show at the top dose activity change, negative = inhibition, usual class: inhibitors | AlphaScreen BAZ2B-H3K14Ac peptide displacement | hit rate 4.4% among 360,000 | Q9UIF8; note: % is set by controls: 0 for no effect and ±100 for the full control effect; nearly all actives have a fitted effect of over 60% in size
#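 AlphaScreen displacement of biotin-H3(5-23)K14Ac peptide (50 nM final) from BAZ2B (50 nM final) in PBS pH 7.4, 0.01% Tween-20; complex preformed 30 min RT, then compounds (top 110 uM) 30 min RT, beads 20 min dark.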
# Pol eta inh = inhibitors of human DNA polymerase eta. hit rate 1.2% among 390,000. recombinant Pol eta, fluorescent DNA replication assay. Q9Y253. Potency, µM (titrated, usually from 114 µM), for inactives: top-dose activity change, negative = inhibition, hits mostly inhibitors; note: % is set by controls: 0 for no effect and ±100 for the full control effect
#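 Pol eta (10 nM) was preincubated with compounds for 15 min at room temperature, after which fluorescent replication substrate (50 nM final) was added to start the reaction. Fluorescence was read kinetically at 0 and 10 min.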
# POLB inh = blocks human DNA polymerase beta activity; hit rate 1.3% among 340,000; Potency, µM (doses to about 114 µM), without a hit: top-dose activity change, negative = inhibition, most hits filed as inhibitors; Pol beta primer extension/strand displacement, fluorescence kinetic; P06746; note: % is set by controls: 0 for no effect and ±100 for the full control effect
#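 Pol beta (10 nM) was preincubated with compound for 15 min at room temperature. The reaction was then started with 50 nM substrate and read immediately and after a further 10 min at room temperature.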
# POLK inh = inhibitors of human DNA polymerase kappa; purified Pol kappa, fluorescent DNA synthesis assay, 10 min; Potency, µM (titrated, usually from 107 µM), for the others: at the highest dose activity, negative = inhibition, hits mostly inhibitors; hit rate 0.53% among 400,000; AID 588579; note: % is set by controls: 0 for no effect and ±100 for the full control effect
#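 Fluorescent qHTS in 1536-well format: enzyme (10 nM) and compound sat 15 min at room temperature before 50 nM substrate (final) was added. Signal taken at 0 and 10 min; no-enzyme buffer wells were negative controls.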
# APEX1 inh = blocks human APE1 abasic DNA cleavage; P27695; recombinant APE1, TAMRA/BHQ-2 abasic DNA cleavage fluorescence; Potency, µM (highest dose often 65.8 µM), inactives show at the highest dose activity change, negative = inhibition, most hits filed as inhibitors; hit rate 0.35% among 350,000; AID 2517;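 note: plate controls were vehicle for no effect and reference inhibitor for full effect; nearly all actives have a fitted effect of over 55% in size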
# Target sequence (P27695 whole entry, looked up): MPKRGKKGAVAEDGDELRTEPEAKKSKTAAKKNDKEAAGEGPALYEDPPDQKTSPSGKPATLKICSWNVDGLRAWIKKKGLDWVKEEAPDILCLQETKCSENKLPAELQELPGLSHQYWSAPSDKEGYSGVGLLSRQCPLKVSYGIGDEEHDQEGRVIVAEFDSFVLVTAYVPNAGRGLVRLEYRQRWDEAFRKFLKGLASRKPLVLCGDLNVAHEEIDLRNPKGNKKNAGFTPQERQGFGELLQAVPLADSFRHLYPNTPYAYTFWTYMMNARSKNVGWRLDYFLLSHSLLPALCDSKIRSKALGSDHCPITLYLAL
#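 Enzyme (0.75 nM final) and test compound are incubated 15 min at room temperature before adding 50 nM quenched THF abasic-site duplex. Cleavage dequenches TAMRA, followed at 525/598 nm over three reads one minute apart.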
# * = called active by the depositor; ? = inconclusive; nt = no result given; & = joins results of further samples; [ ] = remark or other dose. Calls come from the whole dose curve; as a rule, active = well fitted curve in the direction sought with a large enough effect; inconclusive = small, poorly fitted or top-dose-only effect, or another doubt; inactive = no such curve, though single readings can be large; an effect the other way counts as inactive or inconclusive. Potency is the fitted concentration of half-maximal effect.
Pol iota inh | G9a block | BLM inh | Anesthetic bind | BAZ2B inh | Pol eta inh | POLB inh | POLK inh | APEX1 inh | Molecule
14% | ? | -7% | 34% | -17% | -15% | -13% | -21% | 0% | COc1ccc(-c2cc([C@H]3[C@@H]4C=CCC[C@@]4(C)C(=O)N3Cc3ccccc3)ccc2F)cc1
19% | -8%[59 µM] | -4% | -8% | 7% | 5% | -9% | -1% | -6% | O=C(c1ccco1)N1CCN(c2ncnc3c2oc2ccccc23)CC1
15% | 36%[59 µM] | 4% | -19% | -31% | -28% | 100% | -1% | 15% | O=C(NCc1ccccn1)c1cc(-c2ccccc2Cl)nc2ccccc12
118%[activator] | 20µM* | -3% | -4% | -33% | -12% | -2% | 0% | -2% | COc1ccc(Nc2nc(N)nc(CN3CCC(C)CC3)n2)cc1
-7% | ? | 0% | 10% | 5% | -10% | -21% | -9% | 0% | Cc1c(NC(=O)c2ccc3c(c2)C(=O)N(CC2CCCO2)C3=O)cccc1C(=O)O (stereo unspecified)
6% | nt | -8% | -1% | -4% | -10% | -19% | 15% | 9% | COc1cc(F)ccc1S(=O)(=O)NCc1cccnc1
22% | 15% | -2% | -5% | 4% | -6% | -1% | -5% | -12% | O=C(CCCn1c(=O)c2cccn2c2cccnc21)N1CCN(c2ccccc2F)CC1
39%[activator] | ? | -1% | -7% | -14% | -16% | 5% | -20% | -2% | Cn1ncc(Cl)c1C(=O)N1CCN(c2ncccn2)CC1
21% | 9%[59 µM] | -3% | -13% | -2% | -17% | 2% | -2% | -2% | CCOC(=O)N1CCC(Nc2c(Nc3ccc(F)cc3)c(=O)c2=O)CC1
26%&-1% | -5% | -1%&0% | -11%&-16% | -3%&4% | -3%&-8% | 4%&26% | 3%&6% | 16% | CCc1cccc(NC(=O)Cn2c(=O)n(CCC(=O)NCC3CCCO3)c(=O)c3cc(OC)c(OC)cc32)c1 (stereo unspecified)
13% | -3% | -5% | -8% | -15% | -12% | -1% | 1% | 1% | CCOc1ccc(-n2c(=O)c3sccc3n(Cc3cccc([N+](=O)[O-])c3)c2=O)cc1
-12% | 4%[59 µM] | 2% | -8% | -2% | -15% | 3% | 3% | nt | O=C(c1cc(=O)c2cc(Cl)ccc2o1)N(Cc1ccccc1)C1CCS(=O)(=O)C1 (stereo unspecified)
6% | 25%[0.501 µM] | -1% | -7% | -29% | 3% | -2% | -3% | 0% | O=C(NC1CC1)c1cc(=O)c2ccccc2o1
110%[activator] | -43% | 0% | -13% | -26% | -3% | 28% | -11% | -7% | CCOC(=O)/C(C#N)=C/c1cn(CCC(=O)O)nc1-c1cccc(Br)c1
-2% | 10µM* | -7% | -18% | -33% | -4% | 11% | -6% | -1% | CC(=O)Nc1ccc(-c2csc(NCc3ccco3)n2)cc1
24% | -1%[59 µM] | -10% | -2% | -7% | -23% | -16% | -5%[60.1 µM] | nt | CCc1ccc(Cn2c(CNS(=O)(=O)c3ccc4c(c3)CCCC4)nc3cccnc32)cc1
-5% | ? | -9% | -9% | -8% | -18% | 9% | 6% | 1% | Cc1cc(C)cc(NC(=S)NC(=O)CCN2C(=O)c3ccccc3C2=O)c1
-2% | -28% | 2% | -10% | -23% | -4% | -1% | -2% | ? | COc1cccc(CNC(=O)C2CCCN(S(=O)(=O)c3c(C)[nH]c(=O)[nH]c3=O)C2)c1 (stereo unspecified)
20% | -6%[59 µM] | -2% | 5% | 5% | 5% | 4% | -15% | -1% | CN(C)c1cc[n+](Cc2c(Cl)cccc2Cl)cc1
73%[activator] | ? | 0% | -8% | -4% | 0% | 3% | 3% | -2% | Cc1cccc(-n2c(N)cc(=O)nc2SCC(=O)Nc2nnc(C)s2)c1
-28% | 36% | -2% | -3% | -17% | 1% | -5% | 5% | 54%[activator] | CCc1nc(SCC(=O)NCC2CCCO2)c2c(=O)n(C)c(=O)n(C)c2n1 (stereo unspecified)
13% | -17%[59 µM] | -1% | ? | 12%[57.1 µM] | -13% | 1% | 5% | nt | CCOc1ccccc1N(C)C(=O)Cn1cnc2onc(-c3ccc(F)cc3)c2c1=O
13% | 1%[59 µM] | 2% | -11% | 9%[57.1 µM] | 1% | 2% | -9% | nt | CC(C)(C)OC(=O)N1CCC(c2c(C(=O)NCCN3CCOCC3)cnn2-c2cccc(F)c2)CC1
34%&58%[activator] | 4%&5%[59 µM] | 0%&-11% | 235%&62%[activator] | 3% | -7%&-6% | -22%&6% | -12%&-5% | -1% | Cc1ccc(-n2c3nc(=O)[nH]c(=O)c-3cc3c(C)nn(-c4ccccc4)c32)c(C)c1
4%[58.9 µM] | -6%[12.7 µM] | 1% | 4% | 0% | -13% | -19% | 0% | -5% | CCOC(=O)N1CCN(Cc2nc3c(c(=O)[nH]c(=O)n3C)n2Cc2cc(C)ccc2C)CC1

# Some of the entries so far, as tab-separated lines:
SMILES	Pol iota inh	G9a block	BLM inh	Anesthetic bind	BAZ2B inh	Pol eta inh	POLB inh	POLK inh	APEX1 inh
COc1ccc(-c2cc([C@H]3[C@@H]4C=CCC[C@@]4(C)C(=O)N3Cc3ccccc3)ccc2F)cc1	14%	?	-7%	34%	-17%	-15%	-13%	-21%	0%
O=C(c1ccco1)N1CCN(c2ncnc3c2oc2ccccc23)CC1	19%	-8%[59 µM]	-4%	-8%	7%	5%	-9%	-1%	-6%
O=C(NCc1ccccn1)c1cc(-c2ccccc2Cl)nc2ccccc12	15%	36%[59 µM]	4%	-19%	-31%	-28%	100%	-1%	15%
COc1ccc(Nc2nc(N)nc(CN3CCC(C)CC3)n2)cc1	118%[activator]	20µM*	-3%	-4%	-33%	-12%	-2%	0%	-2%
Cc1c(NC(=O)c2ccc3c(c2)C(=O)N(CC2CCCO2)C3=O)cccc1C(=O)O (stereo unspecified)	-7%	?	0%	10%	5%	-10%	-21%	-9%	0%
COc1cc(F)ccc1S(=O)(=O)NCc1cccnc1	6%	nt	-8%	-1%	-4%	-10%	-19%	15%	9%
O=C(CCCn1c(=O)c2cccn2c2cccnc21)N1CCN(c2ccccc2F)CC1	22%	15%	-2%	-5%	4%	-6%	-1%	-5%	-12%
Cn1ncc(Cl)c1C(=O)N1CCN(c2ncccn2)CC1	39%[activator]	?	-1%	-7%	-14%	-16%	5%	-20%	-2%
CCOC(=O)N1CCC(Nc2c(Nc3ccc(F)cc3)c(=O)c2=O)CC1	21%	9%[59 µM]	-3%	-13%	-2%	-17%	2%	-2%	-2%
CCc1cccc(NC(=O)Cn2c(=O)n(CCC(=O)NCC3CCCO3)c(=O)c3cc(OC)c(OC)cc32)c1 (stereo unspecified)	26%&-1%	-5%	-1%&0%	-11%&-16%	-3%&4%	-3%&-8%	4%&26%	3%&6%	16%
CCOc1ccc(-n2c(=O)c3sccc3n(Cc3cccc([N+](=O)[O-])c3)c2=O)cc1	13%	-3%	-5%	-8%	-15%	-12%	-1%	1%	1%

# The results go on:
Pol iota inh | G9a block | BLM inh | Anesthetic bind | BAZ2B inh | Pol eta inh | POLB inh | POLK inh | APEX1 inh | Molecule
-17% | nt | -4% | -1% | -3% | -13% | -1% | 3% | -4% | CC(C)[C@H](NC(=O)OC(C)(C)C)C(=O)N/N=C/c1ccc2nccnc2c1
-21% | -32% | -6% | 8% | -20% | -13% | 2% | -9% | -3% | CCN(CC)c1ccc(/C=N/NC(=O)c2cccc(N3CCCC3=O)c2)cc1
35%[activator] | 8.9µM* | 1% | 5% | nt | -21% | 3% | 6% | -5% | O=C(Nc1nc2c(s1)CN(Cc1ccccc1)CC2)c1c(F)cccc1F
78%[activator] | nt | nt | nt | nt | -3% | nt | -15% | 31% | COc1ccccc1NC(=O)COC(=O)C1=NN(c2ccccc2)C(=O)CC1
10% | 2% | nt | nt | -6% | 0% | nt | 8% | 0% | CC(=O)N1CCN(C(=O)c2ccc(S(=O)(=O)Nc3ccccc3C)cc2)CC1
-6% | 2%[59 µM] | -12% | ? | -2% | -17% | 3% | -6% | -3% | COc1ccc(CC(=O)Nc2cc(Cl)ccc2O)cc1
185%[activator] | 70%[activator] | -2% | -9% | 1% | -4% | -2% | -2% | 13% | COCCN(C(=O)C(C)C)c1nnc(-c2ccc(C(C)(C)C)cc2)s1
-7% | -11% | 1% | -6% | -18% | -26% | -17% | -6% | 56%[activator] | Cc1ccc(-c2nc(CS(=O)(=O)CC(=O)NC3CC3)c(C)o2)cc1
19% | 19%[59 µM] | -2% | -7% | 10% | 0% | 2% | -2% | -10% | O=C1CC(c2ccccc2)CN1Cc1ccccc1 (stereo unspecified)
24% | 63%[activator][59 µM] | 2% | ? | -1% | ? | 2% | -16% | -5% | Nc1nc(Cl)cc(Sc2ccc3ccccc3c2)n1
4% | -33% | nt | nt | -7% | -5% | nt | -8% | -4% | CC(C)(C)N(Cc1ccccc1)C(=O)COC(=O)CNC(=O)c1ccco1
27% | 52% | -9% | -9% | -16% | -13% | 41% | -3% | 6% | CC(NC(=O)c1ccccc1SCC(=O)N1CCCC1)c1ccc(F)cc1 (stereo unspecified)
34%[activator] | 10% | -5% | -6% | 0% | -14% | 7% | -19% | 15% | O=C(c1cccc(Cl)c1)N1CCN(Cc2ccccc2)CC1
-19% | -16% | -5% | -6% | -6% | -6% | 25% | -2% | 14% | Cc1ccc2nc(NC(=O)C3CCN(S(=O)(=O)c4ccc5c(c4)oc(=O)n5C)CC3)sc2c1
37%[activator] | -3% | -11% | ? | -9% | -6% | -19% | -11% | -1% | O=C(Nc1cccc(NC(=O)c2cccs2)c1)c1ccc2c(c1)OCO2
14% | nt | nt | nt | nt | -16% | nt | 2% | 22% | COc1ccc2[nH]c3c(c2c1)CCN1C(=O)C(CC(=O)NC(C)(C)C)C[C@H](C(=O)N2CCCCC2)[C@@]31CCc1ccccc1 (stereo partly specified)
4% | 2%[59 µM] | 1% | -8% | 5% | -6% | -21% | -3% | 2% | COc1ccccc1-n1c(C)nnc1SCC(=O)Nc1cccc(C(C)=O)c1
45%[activator] | nt | -4% | -18% | ? | -2% | 38% | -11% | 5% | CC(=O)Nc1ccc(OC(=O)c2ccc(Br)c([N+](=O)[O-])c2)cc1
10% | nt | 0% | -10% | -2% | -9% | 12% | -3% | 1% | Cc1ccc(S(=O)(=O)NCc2ccc(C(=O)N(C)CCC#N)cc2)cc1

# A portion of the library (hit frequency here may not be typical).
